# Source: PubChem BioAssay
# MKP-3 inhibition: MKP-3 phosphatase inhibitors, primary screen, biochemical, rat enzyme, in vitro (AID 425) | 110,000 compounds, 0.17% hits | Dual specificity protein phosphatase 6 (Rattus norvegicus) | recombinant MKP-3 phosphatase activity, fluorescence; higher % means a stronger effect | inhibition, % at 20 µM, or IC50 in µM where a hit was titrated; in the data active means inhibition above about 50%;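 further: plate controls were vehicle for no effect and reference inhibitor for full effect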
# Hsp70 displacement: Hsp70 inhibitors, probe displacement, primary screen, biochemical, fluorescence polarization (AID 583); Heat shock 70 kDa protein 1A (Homo sapiens); Hsp70 fluorescence polarization probe displacement, mP; higher % means a stronger effect; displacement, % at 20 µM; hits with a dose series show IC50 in µM; 140,000 compounds, 0.06% hits; in the data active means displacement above about 50%;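 further: plate controls were vehicle for no effect and reference ligand for full effect; a part of the inactive calls stands beside numbers as strong as those of hits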
# * hit, by the source's call; · = not tested or not shown; & = joins results of further samples. These rows are one share of the data, so the mix of outcomes need not match the whole.
SMILES,MKP-3 inhibition,Hsp70 displacement
CCN(CC)CCCN1C(=O)C(=O)/C(=C(/O)c2ccc3c(c2)OCCO3)C1c1ccc(C)o1 (centres undefined),3%,1.8%
COc1ccccc1N1C(=O)/C(=C/C(C)=C/c2ccccc2)SC1=S,2%,-3.2%
O=C(CSc1nnc(-c2ccncc2)n1C1CCCCC1)Nc1ccccc1,-12%,-0.2%
Cc1ccccc1-c1cc(C(=O)Nc2ncccc2C)c2ccccc2n1,3%,3.0%
Cc1ccc(S(=O)(=O)NC(=O)N2CCN(c3ccc(F)cc3)CC2)cc1,3%,2.3%
CC(=O)N1CCN(c2ccc(Oc3ncnc4sccc34)cc2)CC1,-10%,-0.1%
C=CCn1c(C(O)c2ccccc2)nc2ccccc21 (centres undefined),0%,4.6%
CCOC(=O)CC(=O)CSc1ncnc2c1cnn2-c1ccccc1,-13%,-1.8%
O=C(COc1ccc(Cl)cc1Br)N1CCN(c2ccccn2)CC1,2%,-2.7%
Cc1ccc2oc(=O)cc(CN3CCOCC3)c2c1,-13%,3.7%
O=C(CN(C(=O)CSc1nnc(COc2ccccc2)o1)c1ccc(F)cc1)NC1CCCC1,-11%,-0.8%
O=C1c2ccccc2C(Nc2ccc(F)c(Cl)c2)N1Cc1ccco1 (centres undefined),-2%,-1.7%
O=C1CC(Cc2ccccc2)C(=O)N1c1ccc2ccccc2n1 (centres undefined),3%,-0.7%
O=C(CCc1ccccc1O)N/N=C/c1ccc(Sc2cccc3cccnc23)o1,0%,1.5%&3.8%
O=C1CC(N2CCOCC2)C(=O)N1c1ccc2c(c1)OCO2 (centres undefined),-3%,13%
O=C(O)c1ccc(-c2ccc(/C=C3\SC(=S)N(c4cccc(F)c4)C3=O)o2)cc1,0%,-12%
Cc1cccc(NCCC(=O)c2cccc([N+](=O)[O-])c2)c1C,4%,-0.4%
Cc1ccc(C)c(N2CCN(C(=O)CCn3c(=S)[nH]c4cc5c(cc4c3=O)OCO5)CC2)c1,·,1.9%
N#CC1=C2Sc3ccccc3N2CCCC1=O,-6%,3.0%
COc1ccccc1NC(=O)c1nnn(Cc2ccccc2)c1NC(C)=O,8%,-1.8%
Cc1ccc(SCCC(=O)N2CCOCC2)cc1,-1%,-2.8%
COc1cccc(CNC(=O)CCS(=O)(=O)c2cccc3nonc23)c1,12%,-2.8%
O=C1COc2ccc(C(=O)CSc3nnc(Cc4cccs4)n3-c3ccc(Cl)cc3)cc2N1,·,-2.3%
Cc1nc(SCC#N)c(C#N)c(C)c1C,-2%,1.0%
O=C(Nc1cccc(C(F)(F)F)c1)c1ccccc1[N+](=O)[O-],-3%,2.2%

# (listing goes on)
SMILES,MKP-3 inhibition,Hsp70 displacement
CCC(=O)Nc1nc(C)c(-c2csc(Nc3cccc(C(=O)O)c3)n2)s1,1%,-3.7%
NC(=O)c1noc(C(=O)N(CC(=O)NC2CCCC2)Cc2ccc3c(c2)OCO3)c1N,·,-0.5%
CCCCN(CC)CCCNC(=O)CC1Oc2ccccc2NC1=O (centres undefined),4%,-2.5%
CC(=O)N/N=C/c1ccc2c(c1)OCO2,1%,-3.2%
Cn1c2ccccc2c2nnc(SCc3ccccc3)nc21,2%,-3.8%
CCOc1ccc(-c2nc(CSCC(=O)NC3CCCc4ccccc43)c(C)o2)cc1 (centres undefined),·,-4.8%
Fc1ccc(-c2n[nH]c(=S)n2CC2CCCO2)cc1 (centres undefined),·,1.6%
O=C(c1ccc(S(=O)(=O)N2CCCCC2)cc1)N1CCN(c2ccccc2)CC1,-6%&0%,1.1%&-5.9%
CN(C)C(=O)CN(c1ccc(F)c(Cl)c1)S(C)(=O)=O,-9%,5.5%
COc1ccc(CCNC(=O)COc2ccc3ccccc3c2)cc1OC,2%,-0.7%
CCC(=O)N(CCCN(C)C)c1nc(-c2cc(OC)ccc2OC)cs1,2%,0.4%
COc1cc(C(=O)Nc2nc(-c3cccs3)cs2)cc(OC)c1OC,-8%,3.9%
O=C(NC(NC(=S)Nc1ccc(Cl)c(Cl)c1)C(Cl)(Cl)Cl)c1cccc([N+](=O)[O-])c1 (centres undefined),6%,-2.2%
COc1ccc(-n2c(=O)c3c4c(sc3n3c(SCc5ccccc5)nnc23)CCC4)cc1,1%,-1.4%
O=C(COc1ccc(F)cc1)NC1CC1,-5%,1.4%
Cc1cccc(-n2c(-c3ccncc3)n[nH]c2=S)c1,·,-2.6%
CCOc1ccccc1NC(=O)c1ccc(N(C)S(=O)(=O)c2ccccc2)cc1,6%,-5.3%
Cc1ccc2c(c1)N(CC(=O)N1CCCc3ccccc31)C(=O)C(C)O2 (centres undefined),-10%,-4.1%
Cc1ccc(C(=O)Nc2nc3ccccc3n3nnnc23)cc1,·,-4.1%
CC1(O)CC(=O)N(c2ccccc2)O1 (centres undefined),4%,-3.2%
Cc1sc(NC(=O)c2ccccc2[N+](=O)[O-])nc1-c1ccccc1,1%,0.2%
CCN(CC)c1ccc(N=Cc2ccc(OC)c3ccccc23)cc1,6%,0.1%
COc1ccc(-c2nnn(Cc3nn[nH]n3)n2)cc1OC,-1%,1.9%
COc1cc(C(=O)Nc2ccncc2)cc(OC)c1OC,-6%,5.8%
COc1ccc(Cl)cc1C(=O)N(C(C)C)C(C)C,1%,-2.4%

# Some of these compounds in order of their number in MKP-3 inhibition, low to high.
SMILES,MKP-3 inhibition,Hsp70 displacement
Cc1ccc2c(c1)N(CC(=O)N1CCCc3ccccc31)C(=O)C(C)O2 (centres undefined),-10%,-4.1%
COc1cc(C(=O)Nc2ccncc2)cc(OC)c1OC,-6%,5.8%
O=C(COc1ccc(F)cc1)NC1CC1,-5%,1.4%
COc1ccc(-c2nnn(Cc3nn[nH]n3)n2)cc1OC,-1%,1.9%
COc1ccc(Cl)cc1C(=O)N(C(C)C)C(C)C,1%,-2.4%
CCC(=O)N(CCCN(C)C)c1nc(-c2cc(OC)ccc2OC)cs1,2%,0.4%
CCCCN(CC)CCCNC(=O)CC1Oc2ccccc2NC1=O (centres undefined),4%,-2.5%

# Following part:
SMILES,MKP-3 inhibition,Hsp70 displacement
Cc1cc2nn(-c3ccccc3)nc2cc1NC(=O)/C=C/c1ccccc1,0%,1.1%
Oc1ccccc1-c1cc(-c2ccc3c(c2)OCCO3)n[nH]1,-6%,-2.6%
O=C(Nc1ccc(Cl)cn1)Nc1ccccc1F,·,3.3%
COc1ccc(C(=O)Nc2ccc(S(=O)(=O)N3CCc4ccccc43)cc2)cc1,4%,0.3%&-0.4%
O=C(Nc1ccccc1)c1cc(S(=O)(=O)N2CCOCC2)ccc1Cl,1%,-0.2%
CS(=O)(=O)Nc1ccc(N2CCCCC2)c(Cl)c1,0%,8.0%
COc1cccc(CN2CCN(CC(=O)Nc3ccccc3Cl)CC2)c1,2%,11%
CCN(CC)S(=O)(=O)c1cccc2nsnc12,2%,6.4%
CCN(CC)CCNC(=O)CS(=O)Cc1nc(-c2ccccc2Cl)oc1C (centres undefined),1%,2.2%
CN1CCC(OC(=O)C23CCC(C)(C(=O)O2)C3(C)C)CC1 (centres undefined),-9%,-1.3%
CCOC(=O)COc1ccc(C2NC(C(=O)O)CS2)cc1 (centres undefined),-7%,2.7%
Cc1c(C(=O)N(Cc2cccs2)C2CCS(=O)(=O)C2)oc2ccccc12 (centres undefined),-12%,2.9%
O=C(Oc1cc(-c2ccccc2)no1)c1ccc(F)cc1,·,-3.3%
CCCSCCCNC(=O)c1cc2c(s1)CS(=O)(=O)C2,-6%,·
CC(=O)Nc1ccc(Cl)c(-c2nc3cc(C)c(C)cc3o2)c1,5%,-2.9%
COc1ccccc1N(CC(=O)NCC1CCCO1)C(=O)CCC(=O)Nc1nccs1 (centres undefined),·,-0.4%
Cc1cccn2c(=O)c3cc(C(=O)NCCCn4ccnc4)n(C)c3nc12,5%,27%
C=CCOc1cccc(C2/C(=C(/O)c3ccccc3)C(=O)C(=O)N2CCCN2CCOCC2)c1 (centres undefined),-7%,2.2%
COC(=O)c1c(NC(=O)c2ccccc2Cl)sc2c1CCCCCC2,2%,6.9%
O=C(O)c1c[nH]c2cc(N3CCOCC3)c(F)cc2c1=O,4%,-6.7%
COc1cc(/C=N/Nc2ccnc3cc(Cl)ccc23)ccc1O,3%,-5.5%
CC(=O)c1ccc(Nc2nc(C)nc3c2oc2ccccc23)cc1,0%,-11%
O=C(Cc1c(F)cccc1Cl)Nc1cccnc1,3%,0.5%
Cc1ccc(C(=O)n2cnc3ccccc32)o1,0%,2.0%
c1ccc2oc(-c3ccc4nc[nH]c4c3)nc2c1,·,-1.3%

# 3 entries drawn at random from the list so far, as already listed:
SMILES,MKP-3 inhibition,Hsp70 displacement
COC(=O)c1c(NC(=O)c2ccccc2Cl)sc2c1CCCCCC2,2%,6.9%
O=C(CSc1nnc(-c2ccncc2)n1C1CCCCC1)Nc1ccccc1,-12%,-0.2%
COc1ccccc1N(CC(=O)NCC1CCCO1)C(=O)CCC(=O)Nc1nccs1 (centres undefined),·,-0.4%

# Further structures:
SMILES,MKP-3 inhibition,Hsp70 displacement
COCCn1c(SCC(=O)OCc2ccccc2)nc2c1c(=O)[nH]c(=O)n2C,-7%,1.4%
Cc1ccc2nc(NC3=NCN(CCN4CCOCC4)CN3)nc(C)c2c1,1%,7.4%
O=C(N=Nc1c(O)[nH]c(=O)[nH]c1=O)c1cccc([N+](=O)[O-])c1,-1%,-3.9%
O=C(Nc1ccc2oc(-c3cccc(Cl)c3Cl)nc2c1)c1ccccc1[N+](=O)[O-],0%,3.8%
O=C(NC(=S)NNc1nc(-c2ccccc2)cs1)c1cc2ccccc2oc1=O,12%,3.3%
CCOC(=O)c1c(O)c2ccccc2n(-c2ccccc2)c1=O,9%,5.7%
Cc1c(Cl)cccc1NC(=S)NNc1ncc(C(F)(F)F)cc1Cl,·,1.0%
CCn1cc(C2=NOC(C(=O)Nc3ccc4c(c3)OCO4)C2)c(C)n1 (centres undefined),4%,-2.0%
Cn1c(N)c(C(=O)COC(=O)Cc2ccsc2)c(=O)n(C)c1=O,-12%,0.9%
CCOc1ccccc1C1C(C(=O)Nc2ccccc2OC)=C(C)Nc2nnnn21 (centres undefined),2%,1.7%
O=[N+]([O-])c1cccc(CONc2ncnc3nonc23)c1,0%,3.8%
CCC(=O)N1CCN=C1SCc1ccc(F)cc1,-4%,-2.4%
COc1ccc(NC(=O)c2ccccc2Cl)cc1NC(=O)CN1CCOCC1,-5%,1.6%
COc1ccc(C(=O)Nc2ccc3c(c2)nc(CCNC(C)=O)n3C)cc1,·,-2.0%
CCOc1cc(C(=S)N2CCOCC2)cc(Br)c1OC(=O)c1ccc(Cl)cc1Cl,5%,0.3%
Cc1ccc(S(=O)(=O)n2nc(OC(=O)c3cccs3)cc2N)cc1,1%,1.0%
COC(=O)NCc1cc2cc(Cl)ccc2[nH]1,-3%,3.7%
O=C(c1cccc(F)c1)N1CCN(C2CCCCC2)CC1,3%,-0.2%
O=C(CCN1C(=O)/C(=C/c2cccs2)SC1=S)Nc1cccnc1,3%,2.4%
CC1(C)NC(=O)N(CN2C(=O)NC(C)(C)C2=O)C1=O,-4%,-2.8%
Cc1oc2cc3oc(=O)c4c(c3cc2c1C)CCC4,-4%,-0.5%
CN1C(=O)/C(=C\c2cccc(OCCOc3ccc(Br)cc3)c2)SC1=S,-1%,5.0%
CC(C)C(=O)Nc1ccc2c(c1)oc1ccccc12,·,-3.7%
C=CCn1c(SCC#N)nc2ccccc2c1=O,-10%,1.7%
Cc1ccc(OC(=O)c2ccc([N+](=O)[O-])cc2)c(/C=C2\Sc3ccccc3C2=O)c1,3%,-1.4%

# Going on with the list:
SMILES,MKP-3 inhibition,Hsp70 displacement
COc1ccc(-c2cc(-c3ccc(OC)cc3)c(C#N)c(SC)n2)cc1,·,-8.6%
CCN(CC)C(=S)S/C=C/C(=O)c1ccccc1,3%,-2.5%
N#CCCCCN1c2cccc3cccc(c23)S1(=O)=O,-5%,7.1%
Cc1ccc(C(=O)NCCC(C)C)cc1[N+](=O)[O-],-2%,-0.8%
CCOC(=O)N1CCN(C(=O)COc2ccc(Br)cc2)CC1,-11%,-5.0%
CCOC(=O)c1c[nH]c2ccc(OC)cc2c1=O,1%,-1.2%
CCc1ccc(N2CC(C(=O)Nc3c(CC)cccc3CC)CC2=O)cc1 (centres undefined),1%,-1.0%
O=C(O)c1cc(C(=O)O)cc(N2C(=O)c3ccc(Oc4cccc([N+](=O)[O-])c4)cc3C2=O)c1,4%,4.5%
Cc1nonc1NC(=O)CSc1ccc(-c2ccccc2)nn1,-1%,-8.9%
COc1ccc(CCNC(=O)Cn2c(=O)oc3ccccc32)cc1OC,·,-6.9%
CCn1c(Cn2nnc(-c3ccccc3)n2)nnc1SCC(=O)Nc1cccc(C(C)=O)c1,0%,3.8%
COc1cccc(C2CC(c3c(Cl)cccc3Cl)n3nc(N)nc3N2)c1 (centres undefined),3%,-2.6%
O=C(C1COc2ccccc2O1)N1CCc2ccccc21 (centres undefined),-1%,8.9%
CCc1ccccc1NC(=O)CSc1nc2c(c(-c3ccco3)c1C#N)CCCC2,-7%,-15%
CCc1ccc(C(=O)CCC2CCCCC2=O)cc1 (centres undefined),·,-3.4%
CC(C)CCN1C(=O)c2ccc(C(=O)OCn3nnc4ccccc4c3=O)cc2C1=O,-5%,2.1%
C=CCC1c2cccc(C(=O)O)c2C(=O)N1c1cccc(C)c1 (centres undefined),-8%,-2.8%
Cc1cc(Nc2ccc3c(c2)OCCO3)n2nc(C)nc2n1,-2%,-3.6%
CCc1nnc(NC(=O)CSc2nnc(-c3c[nH]c4ccccc34)n2CCOC)s1,2%,2.2%
CN1C(=O)Cc2cc(S(=O)(=O)N3CCOCC3)ccc21,2%,8.3%
O=c1nc(-c2ccccc2)n(-c2ccccc2)c2ncccc12,-3%,·
Cc1ccc(C(=O)NC(NC(=S)Nc2ccccc2Cl)C(Cl)(Cl)Cl)cc1 (centres undefined),3%,-2.7%
